# HepG2 tox = qHTS for Inhibitors of TGF-b: Cytotox Counterscreen; Potency, µM (titrated, usually from 46.1 µM), for inactives: at the top dose activity change, negative = cytotoxicity, hits mostly cytotoxic; HepG2 CAGA-GFP viability, ATP luminescence, 18 h; 410,000 tested, 0.76% active; AID 588856, 2011; further: some results filed as inactive show a strong effect at the top dose
#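 HepG2 CAGA-GFP cells (1000/well, DMEM with 1% FBS) received compound, then TGF-beta at 500 pg/mL final, and were incubated 18 hours at 37 degrees C. Viability was read by CellTiter-Glo luminescence. Media-only wells were set as complete cell-killing and DMSO as no toxicity.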
# TGFb SMAD3 inh = qHTS for Inhibitors of TGF-b. HepG2 CAGA-GFP TGF-b/SMAD3 reporter, GFP fluorescence, 18 h; TGF-beta stimulated, 500 pg/mL final. Potency, µM (top dose mostly 46.1 µM), for the others: top-dose activity, negative = inhibition, usual class: inhibitors. 410,000 tested, 1.2% active; further: on the % scale 0 is the no-effect control and ±100 the full control effect; nearly all actives have a fitted effect of over 65% in size
#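 HEPG2 CAGA-GFP cells (1000/well, DMEM with 1% FBS) were pre-incubated 2 h at 37 degrees C, given compound by pin tool, then stimulated with TGF-beta at 500 pg/mL final for 18 h before per-cell GFP fluorescence imaging.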
# ATXN2 expr inh = Primary qHTS for Inhibitors of ATXN expression. Potency, µM (titrated, usually from 57 µM), for inactives: at the top dose activity change, negative = inhibition, most hits filed as inhibitors. AID 1745845, 2022. 360,000 tested, 0.72% active. HEK-293 ATXN2-luciferase reporter, luminescence, 24 h; further: on the % scale 0 is the no-effect control and ±100 the full control effect; nearly all actives have a fitted effect of over 55% in size
#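 ATXN2-luciferase reporter cells (luciferase flanked by upstream and downstream ATXN2 gene portions) were treated 24 h at 37 °C with compounds at up to 57 uM. SteadyGlo luminescence gave expression; GF-AFC fluorescence gave viability.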
# Nrf2 inh = Nrf2 qHTS screen for inhibitors; A549 ARE-Fluc reporter, luciferase luminescence, 18-24 h; AID 504444, 2011; 360,000 tested, 2.1% active; Potency, µM (highest dose often 46 µM), inactives show at the top dose activity change, negative = inhibition, most hits filed as inhibitors; further: on the % scale 0 is the no-effect control and ±100 the full control effect; nearly all actives have a fitted effect of over 60% in size
#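 Two sequential reads on A549 ARE_Fluc cells exposed to compound for 18-24 h: a CellTiter-Fluor fluorescence read for viability, then a luciferase luminescence read for Nrf2/ARE activity.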
# EPAC2 antagonist = qHTS for Antagonist of cAMP-regulated guanine nucleotide exchange factor 2 (EPAC2): primary screen; EPAC2 GEF exchange of Rap1B-BODIPY-GDP, fluorescence; Potency, µM (doses to about 114 µM), without a hit: at the highest dose activity, negative = inhibition, most hits filed as inhibitors; 360,000 tested, 0.18% active; further: on the % scale 0 is the no-effect control and ±100 the full control effect; nearly all actives have a fitted effect of over 45% in size; many of its hits are not listed in these tables
# Target sequence (Q8WZA2 whole entry, looked up): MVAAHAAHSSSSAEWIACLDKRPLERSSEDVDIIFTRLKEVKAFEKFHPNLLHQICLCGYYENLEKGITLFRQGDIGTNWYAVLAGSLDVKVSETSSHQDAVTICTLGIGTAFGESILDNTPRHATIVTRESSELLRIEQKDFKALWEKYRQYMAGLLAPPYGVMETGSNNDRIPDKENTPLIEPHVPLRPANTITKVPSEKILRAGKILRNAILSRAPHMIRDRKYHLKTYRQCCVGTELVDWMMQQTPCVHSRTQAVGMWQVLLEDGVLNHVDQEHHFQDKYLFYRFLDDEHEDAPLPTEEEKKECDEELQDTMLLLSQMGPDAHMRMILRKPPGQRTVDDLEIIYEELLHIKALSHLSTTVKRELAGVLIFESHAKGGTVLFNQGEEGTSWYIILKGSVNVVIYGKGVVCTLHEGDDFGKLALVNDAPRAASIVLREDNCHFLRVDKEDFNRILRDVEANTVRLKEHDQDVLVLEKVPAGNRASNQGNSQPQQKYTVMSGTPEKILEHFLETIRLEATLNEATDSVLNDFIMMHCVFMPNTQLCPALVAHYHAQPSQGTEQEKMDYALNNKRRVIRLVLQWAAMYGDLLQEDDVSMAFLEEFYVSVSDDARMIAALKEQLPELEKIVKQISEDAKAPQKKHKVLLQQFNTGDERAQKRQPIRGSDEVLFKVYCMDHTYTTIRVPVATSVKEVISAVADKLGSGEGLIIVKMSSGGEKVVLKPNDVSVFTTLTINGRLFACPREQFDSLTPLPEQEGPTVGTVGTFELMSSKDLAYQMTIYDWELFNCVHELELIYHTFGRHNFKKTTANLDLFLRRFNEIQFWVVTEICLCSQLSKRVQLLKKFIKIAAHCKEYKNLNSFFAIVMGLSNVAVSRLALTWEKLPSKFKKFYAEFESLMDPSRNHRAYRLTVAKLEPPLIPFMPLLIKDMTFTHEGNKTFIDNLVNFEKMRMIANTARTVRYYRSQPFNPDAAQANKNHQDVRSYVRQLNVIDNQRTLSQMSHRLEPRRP
# A549 tox = Nrf2 qHTS screen for inhibitors: counterscreen for cytotoxicity. AID 504648, 2011. 390,000 tested, 0.16% active. A549 ARE-Fluc cells, CellTiter-Fluor viability, 18-24 h. Potency, µM (titrated, usually from 46 µM), for the others: at the highest dose activity change, negative = cytotoxicity, usual class: inhibitors; further: on the % scale 0 is the no-effect control and ±100 the full control effect
#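 A549 ARE-Fluc cells in 5% FBS OPTI-MEM, 5000 cells/well, rested 2 h then exposed to compounds in concentration-response for 18-24 h at 37 °C. Viability by CellTiter-Fluor fluorescence (Ex 405/Em 525) after 30 min; luciferase luminescence (BugLite, 15 min, RT) read afterwards.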
# Nrf2 ARE act = qHTS of Nrf2 Activators; 410,000 tested, 0.31% active; Potency, µM (top dose mostly 46.1 µM), for inactives: at the top dose activation, usual class: activators; AREc32 ARE-luciferase reporter (MCF7-derived line), luminescence, 24 h; AID 624171, 2012; further: % of control where 0% means no effect; nearly all actives have a fitted effect of over 65% in size
#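 Nrf2 activation is followed as ARE-luciferase induction in the AREc32 line after one day of compound treatment; luminescence is read with Steady-Glo.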
# ATXN viability = Viability Counterscreen for Primary qHTS for Inhibitors of ATXN expression | S2 cells (HEK-293 line with an ATXN2-luciferase reporter) viability, CellTiter-Fluor protease fluorescence, 24 h | Potency, µM (top dose mostly 56.7 µM), actives largely listed as cytotoxic | 400,000 tested, 0.49% active | AID 651635, 2014; further: nearly all actives have a fitted effect of over 40% in size
# MCF10A rereplic = A quantitative high throughput screen for small molecules that induce DNA re-replication in MCF 10a normal breast cells | MCF 10A DNA re-replication, Hoechst nuclear intensity, 48 h | Potency, µM (titrated, usually from 46.1 µM), for inactives: top-dose activity, positive = re-replication, most hits filed as activators | 350,000 tested, 2.9% active | AID 624296, 2012; further: % of control where 0% means no effect; nearly all actives have a fitted effect of over 50% in size
# * hit, by the source's call; i = inactive; ? = inconclusive; . = not tested or not shown; [ ] = dose if it differs, or a comment. The call rests on the fitted dose curve; in most records, active means well fitted curve in the direction sought with a large enough effect; inconclusive means small, poorly fitted or top-dose-only effect, or another doubt; inactive means no such curve, though single readings can be large; an effect the other way counts as inactive or inconclusive. Potency means the concentration at half of the fitted maximal effect. An excerpt (hit frequency here may not be typical).
SMILES,HepG2 tox,TGFb SMAD3 inh,ATXN2 expr inh,Nrf2 inh,EPAC2 antagonist,A549 tox,Nrf2 ARE act,ATXN viability,MCF10A rereplic
CC1CCCCN1C(=O)CSc1nc2ccccc2[nH]1 (configuration not stated),-4%,4%,-3%,2%,6%,4%,0.1%,i,?
CCOC(=O)c1cnn(-c2cc(C)nc3c(-c4ccccc4)cnn23)c1N,-55%,-6%,20%,.,-10%,13%,0.1%,i,-2%
O=C(CSc1ccccn1)Nc1cccc(NC(=O)CSc2ccccn2)n1,1%,-3%,-1%,-12%,-2%,-2%,0.5%,i,4%
CC(C)OC(=O)CSc1nc(N)c(C#N)c(-c2ccco2)c1C#N,-15%,15%,-15%,6%,7%,-6%,18%,i,3%
CN(C)CCCN=Cc1c(-c2ccccc2)[nH]n(-c2nc3ccccc3s2)c1=O,-6%,4%,?,?,5%,-6%,4.1%,?,13%
O=C(CN(C1CCCCC1)S(=O)(=O)c1ccc(Cl)cc1)NCc1cccnc1,-26%,-19%,2%,4%,4%,-5%,-0.3%,i,-185%[0.0737 µM]
CCCC(C(=O)NC1CCCC1)N(Cc1ccccc1Cl)C(=O)c1snc(C(N)=O)c1N (configuration not stated),7%,-7%,0%,-27%,-22%,-8%,-0.9%,i,?
Cc1c(CCC(=O)O)c(=O)oc2c(C)c(OCc3cc4c(cc3Cl)OCO4)ccc12,10%,4%,6%,-29%,5%,-4%,0.1%,i,6%
CCOc1cc(-c2c(C)c(C)nc(N)c2C#N)ccc1O,-25%,-15%,3%,10%,5%,8%,4.0%,i,15%
CCn1cc(C(=O)NC(C)CCc2ccccc2)c(=O)c2cc(S(=O)(=O)N(C)C)ccc21 (configuration not stated),-13%,-5%,0%,-13%,-8%,2%,5.9%,i,11%
CCc1ccc(S(=O)(=O)N2CCN(c3ccc(Cl)c(Cl)c3)CC2)cc1,-8%,2%,-7%,1%,.,17%,-0.2%,i,.
CC(=O)N1c2ccc(S(=O)(=O)NCC3CCC(C(=O)NCc4ccc(C)o4)CC3)cc2CC1C (configuration not stated),-4%,-8%,17%,-2%,-2%,-3%,1.9%,i,1%
Cc1ccc(N2CC(C(=O)Nc3c4c(nn3C(C)(C)C)CS(=O)(=O)C4)CC2=O)cc1C (configuration not stated),-37%,0%,-7%,6%,-1%,3%,0.3%,i,0%
CCc1cccc(NC(=O)CSc2nc3ccccc3nc2N2CCCCC2)c1,-16%,-4%,.,?,.,3%,-1.0%,.,.
COc1ccc2[nH]c3c(=O)n(CCN4CCOCC4)cnc3c2c1,1%,7%,-1%,2%,1%,0%,-0.1%,?,-6%

# An excerpt from above in order of SMILES length, largest number first:
SMILES,HepG2 tox,TGFb SMAD3 inh,ATXN2 expr inh,Nrf2 inh,EPAC2 antagonist,A549 tox,Nrf2 ARE act,ATXN viability,MCF10A rereplic
Cc1ccc(N2CC(C(=O)Nc3c4c(nn3C(C)(C)C)CS(=O)(=O)C4)CC2=O)cc1C (configuration not stated),-37%,0%,-7%,6%,-1%,3%,0.3%,i,0%
CCn1cc(C(=O)NC(C)CCc2ccccc2)c(=O)c2cc(S(=O)(=O)N(C)C)ccc21 (configuration not stated),-13%,-5%,0%,-13%,-8%,2%,5.9%,i,11%
CCCC(C(=O)NC1CCCC1)N(Cc1ccccc1Cl)C(=O)c1snc(C(N)=O)c1N (configuration not stated),7%,-7%,0%,-27%,-22%,-8%,-0.9%,i,?
Cc1c(CCC(=O)O)c(=O)oc2c(C)c(OCc3cc4c(cc3Cl)OCO4)ccc12,10%,4%,6%,-29%,5%,-4%,0.1%,i,6%
CN(C)CCCN=Cc1c(-c2ccccc2)[nH]n(-c2nc3ccccc3s2)c1=O,-6%,4%,?,?,5%,-6%,4.1%,?,13%
O=C(CN(C1CCCCC1)S(=O)(=O)c1ccc(Cl)cc1)NCc1cccnc1,-26%,-19%,2%,4%,4%,-5%,-0.3%,i,-185%[0.0737 µM]
CCc1ccc(S(=O)(=O)N2CCN(c3ccc(Cl)c(Cl)c3)CC2)cc1,-8%,2%,-7%,1%,.,17%,-0.2%,i,.
CCOC(=O)c1cnn(-c2cc(C)nc3c(-c4ccccc4)cnn23)c1N,-55%,-6%,20%,.,-10%,13%,0.1%,i,-2%
O=C(CSc1ccccn1)Nc1cccc(NC(=O)CSc2ccccn2)n1,1%,-3%,-1%,-12%,-2%,-2%,0.5%,i,4%
CCOc1cc(-c2c(C)c(C)nc(N)c2C#N)ccc1O,-25%,-15%,3%,10%,5%,8%,4.0%,i,15%
CC1CCCCN1C(=O)CSc1nc2ccccc2[nH]1 (configuration not stated),-4%,4%,-3%,2%,6%,4%,0.1%,i,?

# Next part
SMILES,HepG2 tox,TGFb SMAD3 inh,ATXN2 expr inh,Nrf2 inh,EPAC2 antagonist,A549 tox,Nrf2 ARE act,ATXN viability,MCF10A rereplic
O=c1oc2ccc(C#CC3(O)CCCCC3)cc2cc1-n1cc(-c2ccccn2)nn1,0%,2%,-17%,-20%,2%,0%,-2.8%,?,?
COc1cc(C(=O)Nc2sc(C(=O)N3CCOCC3)c(C)c2C#N)cc(OC)c1OC,-25%,4%,4%,-6%,-4%,-3%,-0.5%,i,-5%
CSCCC1NC(=O)N(CC(=O)N2N=C(c3ccc(Cl)cc3)CC2c2ccco2)C1=O (configuration not stated),-12%,?,-2%[11.3 µM],-23%,-12%,-8%,6.1%,?,0%
COC1=CC(=O)[C@@]2([C@@H]1O)[C@@H](Cl)C[C@]13C(OC)=C(OC)C(=O)C[C@]21CCN3C,-7%,-18%,11%,2%,3%,-2%,0.2%,i,-1%
O=C1SC(c2ccccc2)=N/C1=C/c1ccco1,0%,-9%,0%,5%,0%,-1%[1.84 µM],?,i,-5%
O=C(Nc1ccccc1C(=O)NCCCN1CCOCC1)c1ccc(F)cc1F,6%,24%,-3%,3%,-6%,1%,-1.0%,i,1%
COc1cc(-c2nnc3n2CCCCC3)cc(OC)c1OC,-10%,-2%,0%,5%,1%,-5%,0.0%,i,-1%
O=C(c1ccc(F)cc1F)N(Cc1ccccn1)Cc1ccco1,-10%,14%,-2%,10%,15%,-2%,0.5%,i,4%
Cc1ccc(C)c(OCCC(=O)Nc2cc(S(=O)(=O)N3CCCCC3)ccc2C)c1,1%,-4%,-38%,?,-14%,-3%,2.8%,i,?
CC#CCCCC(=O)Nc1cc(OC)nc(OC)n1,-19%,-14%,7%,-3%,-1%,-2%,-0.3%,?,-1%
Cc1ccccc1S(=O)(=O)Cc1ccc(C(=O)N(C)C2CCCCC2)o1,0%,0%,0%,-2%,-3%,-6%,0.1%,i,17%
Cc1cc(C)c2c(=O)n(CC(=O)NC3CCCC3)sc2n1,4%,-16%,29%,14%,-6%,-2%,-0.3%,i,21µM*
COc1ccc2c(c1)c1c(c(=O)n(-c3ccc(C)cc3)c(=O)n1CC(=O)N1CCCC1)n2C,-3%,-2%,.,24%,.,-14%,2.6%,.,.
NC(=O)c1ccc(NC(=O)COC(=O)c2n[nH]c3ccccc23)cc1,3%,21%,.,-13%,2%,9%,2.2%,i,5%
CCCNC(=O)c1cc2cc([N+](=O)[O-])ccc2s1,-3%,0%,-16%[11.3 µM],-12%,3%,-1%,1.9%,i,-3%
O=[N+]([O-])c1ccc(NC(=S)N2CCN(c3ccc(F)cc3)CC2)cc1,-11%,?,-21%,-16%,7%,3%,4.4%,i,-4%
COc1ccc(C(=O)O)cc1NC(=S)NC(=O)CSc1ccc(Cl)cc1,1%,-3%,-14%,-2%,-1%,4%,0.0%,i,6%
COc1cc(-c2cc(C(=O)O)c3cc4ccccc4cc3n2)cc(OC)c1OC,-21%,-11%,.,.,-5%,.,0.1%,i,.
CCCCc1cc(=O)oc2cc(OCC(=O)NCC3CCC(C(=O)O)CC3)ccc12 (configuration not stated),-1%,4%,-8%,3%,5%,2%,-1.0%,i,0%
O=C(CN1CCC(O)(c2ccccc2)CC1)Nc1ccc2c(c1)OCCO2,18%,0%,.,-11%,1%,-8%,-0.2%,i,-4%
CC(NC(=O)CNC(=O)c1sc2ccccc2c1Cl)c1ccc(S(N)(=O)=O)cc1 (configuration not stated),-18%,?,-2%,-4%,3%,-2%,-0.3%,i,1%
CC(=O)Nc1ccc(CCc2nc3ccccc3[nH]2)cc1,-7%,-2%,-2%,-2%,-14%,3%,0.1%,i,-3%
COc1ccc(C(=O)NCc2nnc(SCC(=O)Nc3nnc(C)s3)o2)cc1OC,-4%,-8%,-1%,1%,-2%,-4%,0.1%,i,0%
CN(CCOc1ccccc1)CC(=O)Nc1cccc(C#N)c1,-7%,-15%,-4%,-11%,-2%,-3%,0.4%,i,-1%
COc1ccccc1CNC(=O)COC(=O)c1cc(C)oc1C,-30%,-25%,-26%,?,-2%,13%,2.9%,i,-3%
Cc1cc(=O)n(Cc2ccccc2)c2ccccc12,-33%,-13%,.,?,-28%,0%,-0.5%,i,-1%
COc1ccccc1N1C(=O)CC(N2CCN(c3ccc(F)cc3)CC2)C1=O (configuration not stated),-19%,0%,-13%,-16%,4%,10%,0.3%,i,0%
COC(=O)c1cc2c(n(Cc3ccccc3)c1=O)CCCC2=O,2%,?,-4%,3%,14%,13%,1.9%,i,?
CCOc1ccc2[nH]cc(C(=O)O)c(=O)c2c1,-37%,4%,0%,0%,7%,0%,0.1%,i,-8%

# Screening results (PubChem BioAssay)
